Rpn11 block: Rpn11 (human) deubiquitinase inhibition | calls only at 20 µM | 360,000 tested, 0.59% active | human 26S proteasome, Ub4-pepOG fluorescence polarization; 20S core pre-blocked with epoxomicin;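 active means inhibition at 20 µM, scaled to each plate's controls, above about 33%, limit read from the data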
Target sequence (O00487 whole entry, looked up): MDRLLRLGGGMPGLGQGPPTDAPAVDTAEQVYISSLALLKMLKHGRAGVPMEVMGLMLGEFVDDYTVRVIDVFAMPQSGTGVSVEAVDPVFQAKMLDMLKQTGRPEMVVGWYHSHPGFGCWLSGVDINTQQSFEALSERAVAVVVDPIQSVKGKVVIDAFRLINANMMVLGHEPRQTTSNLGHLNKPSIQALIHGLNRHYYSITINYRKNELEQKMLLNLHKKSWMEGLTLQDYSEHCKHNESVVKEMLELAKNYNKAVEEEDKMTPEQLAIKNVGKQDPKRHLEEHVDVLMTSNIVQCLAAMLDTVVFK
Scp1 inh: Scp-1 (human) phosphatase inhibition; 340,000 tested, 0.88% active; Recombinant Scp1, phosphopeptide, malachite green phosphate absorbance; AID 493091; inhibition, % at 20 µM; Q9GZU7;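 active means inhibition above about 50% at 20 µM, limit read from the data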;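 further: plate controls were DMSO wells with enzyme for no effect and wells lacking enzyme for full effect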
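Test system – truncated SCP-1 phosphatase (76-261aa) · Reagent – Phosphorylated 17-residue peptide substrate · Incubation – 45 min room-temperature reaction, 5 min colour, 30 min stabiliser · Detection – colorimetric phosphate reagent with accelerator and stabiliser, absorbance at 630 nm · Measure – % inhibition at 20 µM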
NadD block: NadD (S. aureus) enzyme inhibition; purified NadD enzyme, colorimetric absorbance read-out; 360,000 tested, 0.78% active; inhibition, % at 20 µM; in the data active means inhibition above about 26%; further: some compounds past the cut are filed as inactive
CSN deneddyl inh: CSN deneddylation inhibition; Purified CSN, SCF-Nedd8-OG deneddylation, fluorescence polarization; inhibition, % at 12.5 µM; 360,000 tested, 0.38% active; Q92905;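 active means pattern-corrected inhibition above about 35%, with an unprinted fluorescence ratio check between 0.5 and 1.5, limit read from the data, passing the limit was not always enough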;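 further: 0% = enzyme with substrate and 100% = substrate without enzyme; some results filed as inactive read as strong as hits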
Target sequence (Q92905 whole entry, looked up, one chain of several): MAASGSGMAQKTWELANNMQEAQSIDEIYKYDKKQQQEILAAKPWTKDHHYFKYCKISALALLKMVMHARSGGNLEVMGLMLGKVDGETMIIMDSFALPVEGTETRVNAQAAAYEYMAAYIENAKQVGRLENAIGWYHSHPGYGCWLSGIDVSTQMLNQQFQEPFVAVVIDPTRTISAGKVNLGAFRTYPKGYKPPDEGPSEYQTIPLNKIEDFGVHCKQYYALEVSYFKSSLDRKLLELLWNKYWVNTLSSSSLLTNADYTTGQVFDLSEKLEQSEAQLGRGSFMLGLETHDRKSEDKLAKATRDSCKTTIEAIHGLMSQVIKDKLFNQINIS
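Detection – fluorescence polarization · System – HEK293T-derived human Csn5 enzyme · Controls – substrate-only high control, full reaction low control · Timing – 90 min, room temperature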
SUMO1 PPI mod: alters human SUMO1 binding to SIM partners | P63165 | SUMO1 binding to a labelled peptide, TR-FRET, 1 h | inhibition, % at 20 µM | 360,000 tested, 0.33% active; in the data active means inhibition above about 37%
Target sequence (P63165 whole entry, looked up): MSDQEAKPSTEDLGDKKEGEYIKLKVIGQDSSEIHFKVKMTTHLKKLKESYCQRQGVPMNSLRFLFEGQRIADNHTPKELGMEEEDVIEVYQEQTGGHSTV
DNMT1 block: blocks human DNA methyltransferase DNMT1. P26358. DNMT1 molecular beacon, Hinp1I cleavage, fluorescence. inhibition (reported as % activation of signal), % at 10 µM. 360,000 tested, 0.83% active; in the data active means inhibition above about 50%
TbMetRS inhib: blocks T. brucei methionyl-tRNA synthetase activity; purified T. brucei MetRS, ATP depletion, Kinase-Glo luminescence; inhibition, % at 11.9 µM; 360,000 tested, 0.4% active;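 active means inhibition above a per-plate cutoff of the control wells' mean inhibition plus 3 SD, cut at about 5.5% in these data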;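 further: 0% = DMSO wells median and 100% = median of wells with control inhibitor compound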
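Material – parasite MetRS enzyme · Medium – HEPES-MgCl2-KCl buffer plus DTT, spermine, BSA, pyrophosphatase · Reagent – ATP, methionine and E. coli bulk tRNA substrates · Times – 15 min enzyme-compound preincubation, 2 h reaction, 10 min detection, 25 °C · Measured by – luminescence of leftover ATP · Evaluation – percent inhibition relative to median high and low control wells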
LMPTP inh: LMPTP (human) inhibition; P24666; recombinant LMPTP-A, OMFP fluorogenic substrate, fluorescence intensity; inhibition, % at 20 µM; 360,000 tested, 0.22% active; AID 651560;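 active means compounds that cut the enzyme signal by at least half of the control window in the single-dose screen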;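 further: plate controls were DMSO wells with enzyme plus substrate for no effect and substrate without enzyme for full effect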
Target sequence (P24666 whole entry, looked up): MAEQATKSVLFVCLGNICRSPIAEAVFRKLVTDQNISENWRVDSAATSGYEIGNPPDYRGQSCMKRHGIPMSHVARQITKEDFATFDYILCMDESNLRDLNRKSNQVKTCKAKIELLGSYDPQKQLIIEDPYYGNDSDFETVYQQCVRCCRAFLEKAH
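Material: LMPTP-A; amount: 0.625 nM enzyme; doses: single 20 µM dose; times: reaction 50 min, room temperature, dark; technique: fluorescence intensity of OMFP turnover product; benchmarks: no-enzyme and uninhibited controls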
PABP1 MLLE inh: inhibitors of microRNA-mediated deadenylation, human PABP1 MLLE binding | 360,000 tested, 0.36% active | GST-MLLE / FITC-PAM2 fluorescence polarization | inhibition, % at 20 µM | AID 588489; in the data active means inhibition above about 35%, passing the limit was not always enough;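 further: plate controls were DMSO wells with GST-MLLE for no effect and wells lacking GST-MLLE protein for full effect; some results filed as inactive read as strong as hits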
STEP inh: inhibitors of human striatal-enriched phosphatase STEP; P54829; 360,000 tested, 0.25% active; recombinant STEP, OMFP fluorogenic substrate, fluorescence; inhibition, % at 20 µM;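 active means inhibition at 20 µM, scaled per plate between control wells, above about 37%, limit read from the data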;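 further: 0% = DMSO with enzyme and substrate and 100% = substrate only without enzyme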
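Assay system: isolated STEP enzyme / Timing: 20 min at room temperature, dark / Doses: 20 µM, 1% DMSO / Technique: fluorescence intensity, excitation 480 nm, emission 540 nm / Reagent: fluorogenic phosphatase substrate OMFP at 25 µM final / Measure: percent inhibition scaled to no-enzyme and uninhibited-enzyme controls, plate-pattern corrected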
Numbers without * were called inactive; i = inactive; . = not tested or not shown.

SMILES	Rpn11 block	Scp1 inh	NadD block	CSN deneddyl inh	SUMO1 PPI mod	DNMT1 block	TbMetRS inhib	LMPTP inh	PABP1 MLLE inh	STEP inh
Cc1ccc(C)c(NC(=S)Nc2ncccc2C)c1	i	-3	-2	4	1	1	-1.0	-1.1	29	-1
CCCN1CCC(C)(C(=O)Nc2cccc(OC(C)C)c2)C1 (stereo not drawn)	i	.	0	0	2	1	-0.3	-1.9	-27	0
Cc1ccc(SCCC(=O)Nc2cccc(N(C)S(C)(=O)=O)c2)cc1	i	-4	-7	1	-5	-8	-1.2	-0.2	13	-3
CCOC(=O)c1c(C)[nH]c(C)c1C(=O)COC(=O)c1cc2ccccc2cc1O	i	-15	-7	3	-7	-6	-0.7	2.3	2	0
COc1ccc(/C=C/C(=O)NCc2ccc3c(c2)OCO3)cc1OC	i	-5	-8	1	-10	1	-0.2	-0.6	2	0
O=c1c2[nH]c3cccc(Cl)c3c2ncn1Cc1ccco1	i	3	-6	4	11	-7	-0.4	-1.6	-11	2
Nc1nonc1C(=O)NCCNCc1cc(Br)ccc1OCc1ccc(F)cc1	i	0	2	11	3	-7	0.5	-3.6	-1	-1
CCNc1nc(Oc2ccc(C(=O)OC)cc2)nc(SC)n1	i	-8	-2	0	-3	3	-0.7	-1.5	8	-2
COc1ccccc1C(CC(N)=O)c1ccco1 (stereo not drawn)	i	-3	0	-6	-3	1	-0.7	-0.9	10	-3
O=C(OCC(=O)N1CCCCC1)c1cccs1	i	-10	-3	-4	2	-3	0.3	2.4	6	-3
Cc1ccc(C)c(N2CCN(S(=O)(=O)c3ccc4[nH]c(=O)ccc4c3)CC2)c1	i	12	8	-3	-1	19	-0.8	2.2	-11	3
CCc1ccc(CNc2ccc(O)cc2)cc1	i	-3	-1	32	74*	75*	1.3	21	0	15
CCC(=O)NCCCNc1nc2c(C)cccc2cc1C#N	i	-4	4	-2	-4	-4	0.0	-0.9	6	-2
COc1cccc(C(=O)OCCNC(=O)c2cccnc2)c1	i	-11	-1	5	2	4	-0.2	-2.4	-10	1
O=C(Nc1sc2c(c1C(=O)NCc1cccnc1)CCCC2)c1ccco1	i	4	2	7	-1	-5	-0.2	1.9	-7	3
Cc1nonc1CC(=O)N1CCc2c([nH]c3ccccc23)C1c1ccccc1F (stereo not drawn)	i	-8	-2	1	1	-3	-0.8	2.6	1	4
CC(NC(=S)Nc1c(Cl)cccc1OC(F)F)C(C)(C)C (stereo not drawn)	i	-3	1	-22	-4	1	0.4	-0.4	34	-1
CCn1c(SCC(=O)N/N=C/c2ccncc2)nc2ccccc21	i	-4	12	3	-7	1	-1.1	-0.3	4	-1
CCOc1ccc(CNC(=O)C2CCN(S(=O)(=O)N3CCCC3)CC2)cc1OC	i	3	-2	-1	5	3	-1.2	-1.1	-6	0
CCn1c2ccccc2c2cc(N=C3SC(CC(=O)Nc4ccccc4OC)C(=O)N3CCOC)ccc21 (stereo not drawn)	i	26	12	0	2	-1	-0.7	4.2	-80	2
N#Cc1c(N2CCOCC2)nsc1-c1ccc(C(F)(F)F)cc1	i	5	-6	4	-24	6	-0.2	2.8	5	3
C=CCNc1nc(Cl)nc(NCc2ccco2)n1	i	-4	-4	-2	4	-4	-0.2	0.5	5	2
CCOc1ccc(-n2c(=O)c3sccc3n(CC(=O)Nc3cccc(OC)c3)c2=O)cc1	i	0	4	1	-8	0	0.0	1.6	17	1
C=CCn1c(SCC(=O)Nc2ccccc2C)nc(O)cc1=O	i	4	-1	2	4	2	-0.6	0.5	12	0
O=C(Nc1ccc(C(=O)N2CCCCC2)cc1)C1=CSCCO1	i	-9	-6	1	-5	0	-1.2	-0.5	-4	1

Given with values under each structure: entries from further up
Order of results – Rpn11 block	Scp1 inh	NadD block	CSN deneddyl inh	SUMO1 PPI mod	DNMT1 block	TbMetRS inhib	LMPTP inh	PABP1 MLLE inh	STEP inh
CCn1c2ccccc2c2cc(N=C3SC(CC(=O)Nc4ccccc4OC)C(=O)N3CCOC)ccc21 (stereo not drawn)
→ i	26	12	0	2	-1	-0.7	4.2	-80	2
N#Cc1c(N2CCOCC2)nsc1-c1ccc(C(F)(F)F)cc1
→ i	5	-6	4	-24	6	-0.2	2.8	5	3

Remaining list, next part.
SMILES	Rpn11 block	Scp1 inh	NadD block	CSN deneddyl inh	SUMO1 PPI mod	DNMT1 block	TbMetRS inhib	LMPTP inh	PABP1 MLLE inh	STEP inh
CCN(Cc1ccccc1)C(=O)C1CCN(C/C(C)=C/c2ccccc2)CC1	i	2	3	-3	-7	0	-1.1	-0.3	0	0
Cc1nnc(NC(=O)C2CCCN(S(=O)(=O)c3ccccc3C(F)(F)F)C2)s1 (stereo not drawn)	i	0	-1	5	-2	2	-0.4	0.6	-7	-7
CCOC(=O)c1ccc(Nc2cc3ccccc3c(=O)[nH]2)cc1	i	-10	-3	14	16	9	0.7	3.9	12	1
CC1CCC(NC(=O)COC(=O)c2n[nH]c(=O)c3ccccc23)CC1 (stereo not drawn)	i	1	2	-4	-7	1	0.4	-0.1	-8	0
Cc1cc(C(=O)CSc2nc3ccccc3o2)c(C)n1CC1CCCO1 (stereo not drawn)	i	-6	-7	3	1	-6	-0.3	-0.9	-7	-5
Cc1cc(C)n(-c2nc3ccccc3c(=O)n2OCC(=O)N(C)C)n1	i	-9	7	2	-3	-1	-0.9	0.1	5	-3
Cc1ccc(C)c(OCc2cc(C(=O)N3CCc4sccc4C3)no2)c1	i	-13	-4	-3	0	1	-0.4	2.8	-19	6
Cc1nn(CC(=O)Nc2ccc(Cl)cn2)c(C)c1Br	i	-5	0	-3	2	-2	1.2	-1.0	16	-3
CN(Cc1ccccc1)C(=O)c1[nH]cnc1C(=O)Nc1ccc(Br)cc1F	i	.	-1	-3	-1	1	0.1	-0.3	3	0
CCCCn1c(SCC(=O)NC2CCCC2)nc2ccccc2c1=O	i	-4	1	-1	-8	3	-0.1	-0.5	-43	0
COCCNC(=O)C(c1ccccc1)N(Cc1cccs1)C(=O)Cn1nnc2ccccc21 (stereo not drawn)	i	-2	3	4	-4	4	-1.1	-1.2	6	-3
O=C(Nc1ccccc1N1CCCC1)c1cc(Cl)ccc1Cl	i	-6	0	2	0	-1	-0.2	-1.7	-1	1
CCC(=O)N1CCc2cc(S(=O)(=O)CCC(=O)N3CCN(c4ccc(Cl)cc4)CC3)ccc21	i	-4	-3	0	6	-3	-0.3	0.8	19	2
CC(C)(C)NC(=O)C(=O)NCc1ccncc1	i	3	-1	1	1	0	-0.5	-1.8	13	2
CN(C(=O)COC(=O)c1cc(S(=O)(=O)N2CCOCC2)ccc1Cl)C1CCS(=O)(=O)C1 (stereo not drawn)	i	-2	0	0	5	2	-0.1	-0.7	-16	0
O=C(Nc1ccc(OCC(F)(F)C(F)F)c(C(F)(F)F)c1)c1ccccc1O	i	-17	-6	0	-5	-5	-1.6	4.2	3	-4
CCc1nnc(NC(=O)CSc2nnc(COc3ccc(C)cc3)n2-c2ccccc2)s1	i	-2	1	5	5	4	-0.8	-1.2	1	4
O=c1[nH]c(C2CCCN(S(=O)(=O)c3cccc(F)c3)C2)nc2c1nnn2Cc1ccccc1 (stereo not drawn)	i	-2	9	3	-2	-1	-0.1	1.6	-1	-2
c1ccc(N/N=C(\Cc2ncc[nH]2)c2ccccc2)cc1	i	-13	2	11	-3	-2	0.0	0.6	16	-3
COc1ccc(S(=O)(=O)N2CCCCC2c2cc(C(=O)Nc3ccccc3)no2)cc1 (stereo not drawn)	i	.	-2	-2	5	1	-0.4	-0.3	-10	-6
c1ccc(Cn2c(NCc3ccncc3)nc3ccccc32)cc1	i	-6	-6	0	5	-8	0.5	2.2	-1	1
Cc1cc(Cl)ccc1NC(=S)NCc1ccc(S(N)(=O)=O)cc1	i	-6	-3	-3	-1	10	-0.9	0.6	25	2
O=C(N[C@@H](c1ccccc1)[C@H](O)c1ccccc1)[C@@H]1CCCN1C(=O)OCc1ccccc1	i	-11	-1	0	0	5	-0.5	-1.6	-15	0

Some of these compounds in order of count of non-hydrogen atoms, smallest number first.
SMILES	Rpn11 block	Scp1 inh	NadD block	CSN deneddyl inh	SUMO1 PPI mod	DNMT1 block	TbMetRS inhib	LMPTP inh	PABP1 MLLE inh	STEP inh
CC(C)(C)NC(=O)C(=O)NCc1ccncc1	i	3	-1	1	1	0	-0.5	-1.8	13	2
COc1ccccc1C(CC(N)=O)c1ccco1 (stereo not drawn)	i	-3	0	-6	-3	1	-0.7	-0.9	10	-3
Cc1ccc(C)c(NC(=S)Nc2ncccc2C)c1	i	-3	-2	4	1	1	-1.0	-1.1	29	-1
CC(NC(=S)Nc1c(Cl)cccc1OC(F)F)C(C)(C)C (stereo not drawn)	i	-3	1	-22	-4	1	0.4	-0.4	34	-1
O=C(Nc1ccccc1N1CCCC1)c1cc(Cl)ccc1Cl	i	-6	0	2	0	-1	-0.2	-1.7	-1	1
N#Cc1c(N2CCOCC2)nsc1-c1ccc(C(F)(F)F)cc1	i	5	-6	4	-24	6	-0.2	2.8	5	3
c1ccc(Cn2c(NCc3ccncc3)nc3ccccc32)cc1	i	-6	-6	0	5	-8	0.5	2.2	-1	1
Cc1cc(C)n(-c2nc3ccccc3c(=O)n2OCC(=O)N(C)C)n1	i	-9	7	2	-3	-1	-0.9	0.1	5	-3
Cc1ccc(C)c(OCc2cc(C(=O)N3CCc4sccc4C3)no2)c1	i	-13	-4	-3	0	1	-0.4	2.8	-19	6
CN(Cc1ccccc1)C(=O)c1[nH]cnc1C(=O)Nc1ccc(Br)cc1F	i	.	-1	-3	-1	1	0.1	-0.3	3	0
Cc1ccc(C)c(N2CCN(S(=O)(=O)c3ccc4[nH]c(=O)ccc4c3)CC2)c1	i	12	8	-3	-1	19	-0.8	2.2	-11	3
CCOC(=O)c1c(C)[nH]c(C)c1C(=O)COC(=O)c1cc2ccccc2cc1O	i	-15	-7	3	-7	-6	-0.7	2.3	2	0
CN(C(=O)COC(=O)c1cc(S(=O)(=O)N2CCOCC2)ccc1Cl)C1CCS(=O)(=O)C1 (stereo not drawn)	i	-2	0	0	5	2	-0.1	-0.7	-16	0
CCOc1ccc(-n2c(=O)c3sccc3n(CC(=O)Nc3cccc(OC)c3)c2=O)cc1	i	0	4	1	-8	0	0.0	1.6	17	1
COCCNC(=O)C(c1ccccc1)N(Cc1cccs1)C(=O)Cn1nnc2ccccc21 (stereo not drawn)	i	-2	3	4	-4	4	-1.1	-1.2	6	-3
CCn1c2ccccc2c2cc(N=C3SC(CC(=O)Nc4ccccc4OC)C(=O)N3CCOC)ccc21 (stereo not drawn)	i	26	12	0	2	-1	-0.7	4.2	-80	2

Screening data: PubChem BioAssay, several laboratories
